Insulin prom inh: TRM-6 insulin promoter activity inhibition; TRM-6 cells (human fetal islet line), insulin promoter-eGFP reporter, imaging; reporter expression induced with tamoxifen; inhibition, % at 2 µM; hit rate 0.9% among 130,000;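 active means inhibition above the mean plus 3 SD, with well images judged a real hit on visual review, cut at about 60% in these data, passing the limit was not always enough; inconclusive means inhibition over the cutoff but images rejected on review; inactive means inhibition not above the cutoff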
sdo1 growth: compounds rescuing growth of sdo1-depleted yeast, bone marrow failure model; S. cerevisiae sdo1-depleted JHY4D growth rescue, OD600 30 h; stronger effect = higher value; pdr5 snq2 efflux-pump mutant strain; z-score at 10 µM; hit rate 0.21% among 140,000; AID 817;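 active means z-score above 3 at both the 24 hr and the 30 hr optical density reads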;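 further: z-score against mean and SD of all compound wells on the same plate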
sdo1 growth Rescue 24 h: second read-out of sdo1 growth, no call of its own (marks repeat the call); z-score; S. cerevisiae sdo1-depleted JHY4D growth rescue, OD600; measured here: growth rescue at 24 h;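 0 is the plate mean of compound wells and units are plate SD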
The depositor's hits bear a star; ? = inconclusive; / = no result given.

Second line of a record: Insulin prom inh | sdo1 growth | sdo1 growth Rescue 24 h
O=c1c2c(ncn1CCO)nc1n2CCC1
 : 12.9 | 0.69 | 0.32
CC(C)c1c(O)nc(SCCN2CCOCC2)[nH]c1=O
 : 28.6 | 0.25 | 0.51
Cc1cc(C)n2c(Nc3ccc4c(c3)OCCO4)c(-c3ccc(C)o3)nc2n1
 : / | -0.67 | -1.04
O=C1C=C(Nc2ccc(Cl)cc2)CC(c2ccccc2)C1 (configuration not stated)
 : 11.5 | -0.83 | -0.68
O=C(NCC(c1cccnc1)N1CCN(c2ccc(F)cc2)CC1)c1ccc2c(c1)OCO2 (configuration not stated)
 : 17.1 | -1.45 | -0.36
CCS(=O)(=O)c1ccc2oc(Nc3ccc(OC)cc3)nc2c1
 : -14.3 | / | /
COC(=O)c1nc2n(n1)C(c1cc(OC)ccc1OC)C(C(=O)OC1CCCCC1)=C(C)N2 (configuration not stated)
 : / | -0.92 | -1.03
CC1(C)CC(=O)C2=C(C1)N(Cc1ccco1)C(=O)NC2(C(F)(F)F)C(F)(F)F
 : -62.1 | 0.21 | 0.54
COc1cccc(-n2c(SCC(N)=O)nc3c([nH]c4ccccc43)c2=O)c1
 : -252.2 | 0.19 | -0.49
Cn1c(=O)oc2cc(S(=O)(=O)NCCN3CCc4ccccc4C3)ccc21
 : / | 0.81 | 0.56
O=C(Cn1cnc2c(oc3ccccc32)c1=O)NCCc1ccccc1
 : 19.4 | / | /
CC1CC(C)(C)CC2(C1)NC(=S)N(c1ccccc1)N2 (configuration not stated)
 : -20.8 | -1.89 | -1.08
COc1ccccc1-n1cc(C(=O)NCC(=O)N2CCN(c3ccccc3)CC2)c2ccccc2c1=O
 : 21.4 | 0.96 | 0.79
O=C(O)C1Cc2ccccc2CN1C(=O)COc1ccc(Br)cc1 (configuration not stated)
 : 18.2 | / | /
CC1=C(C(=O)OCc2ccccc2)C(c2ccsc2)NC(=O)N1C (configuration not stated)
 : -5.3 | / | /
CCN(CC)CCNC(=O)CCCNC(=O)Cn1cnc2sc(C)c(C)c2c1=O
 : -35.7 | -0.5 | -1.15
Cn1c(SCC(=O)NCc2cccs2)nnc1-c1ccc(S(=O)(=O)N2CCCC2)cc1
 : -30.6 | 0.14 | -0.35
O=C(CSc1nnc(CCCO)n1-c1ccccc1)NCCc1ccccc1
 : -260.0 | 0.8 | 0.24
CC(NS(=O)(=O)c1ccccc1)C(c1cccs1)N1CCOCC1 (configuration not stated)
 : 2.4 | 0.9 | 0.97
Cc1cc(SCC#N)n2nc(C)c(-c3ccc(Cl)cc3)c2n1
 : -21.4 | -0.04 | 0.65
COc1ccc(CC2S/C(=C(\C#N)C(=O)NCc3ccco3)N(c3ccc(C)cc3)C2=O)cc1 (configuration not stated)
 : 0.0 | 0.34 | 0.45
O=C(NC(=S)NCc1cccnc1)c1ccccc1
 : 18.8 | 0.43 | -0.31
Clc1ccccc1-c1cc(COc2ccc3ccccc3c2)no1
 : 20.4 | -1.24 | -1.23
Cn1cccc1Cc1nnc(SCC(=O)NCc2ccco2)n1-c1ccc(F)cc1
 : -27.3 | 0.18 | 0
CC(C)NC(=O)c1ccc(-c2ccc(Cl)c(C(F)(F)F)c2)o1
 : 10.0 | 1.04 | 1.97
COc1ccc(S(=O)(=O)N2CCN(c3c(C)cccc3C)CC2)cc1OC
 : / | -1.06 | -1
COc1ccc2c(C)cc(SCC(=O)N3CCOCC3)nc2c1
 : / | 0.57 | 0.63
CCOC(=O)c1nsnc1NCCSC(=N)N
 : -7.9 | 6.18* | 6.48*
C=CCn1c(=N)c(C(=O)OCC)cc2c(=O)n3cccc(C)c3nc21
 : 23.7 | / | /
COc1ccc(C(=O)c2cnc(C(C)C)n2C)cc1
 : 6.7 | 0.73 | 0.83

Profiles as entered above:
C=CCn1c(=N)c(C(=O)OCC)cc2c(=O)n3cccc(C)c3nc21 is listed as Insulin prom inh = 23.7; sdo1 growth = /; sdo1 growth Rescue 24 h = /
Cn1cccc1Cc1nnc(SCC(=O)NCc2ccco2)n1-c1ccc(F)cc1 is listed as Insulin prom inh = -27.3; sdo1 growth = 0.18; sdo1 growth Rescue 24 h = 0

Next compounds follow:
Second line of a record: Insulin prom inh | sdo1 growth | sdo1 growth Rescue 24 h
Clc1cccc(N/N=C/c2ccncc2)c1
 : 43.8 | -1.9 | -0.84
CC1=CC(C)(C)NC(=S)N1c1ccc(C)cc1
 : -38.1 | 0.5 | -0.44
Cc1onc(-c2ccccc2Cl)c1C(=O)NCc1nc(-c2ccccc2)no1
 : -15.2 | -1.2 | -0.67
COc1ccccc1NCCC#N
 : 39.3 | 0.39 | -0.97
CCOC(=O)C(=CNc1ccc(NC2=NCC(C)S2)cc1)C(=O)OCC (configuration not stated)
 : -19.4 | -0.37 | -0.11
CC1CCN(C(=O)Cc2nn(C)c(=O)c3ccccc23)CC1
 : ? | 1.27 | 1.76
Cc1ccc(NS(=O)(=O)c2cccs2)cc1S(=O)(=O)N1CCCCCC1
 : -33.3 | / | /
CSc1nc2nc3c(c(=O)n2[nH]1)CN(Cc1ccccc1)CC3
 : -90.9 | -0.17 | -0.35
Cc1ccc2cc(CN(Cc3ccco3)S(=O)(=O)c3c(C)ccc4nsnc34)c(=O)[nH]c2c1
 : -66.7 | -1.15 | 0.14
CCOC(=O)C1(CC2CC2)CCN(Cc2cn(C)c3ccccc23)CC1
 : -39.1 | / | /
CCOc1ccccc1N1CCN(Cc2ccco2)CC1
 : -22.6 | 0.61 | 0.93
Cc1ccc(S(=O)(=O)N(CC(O)CN2C(=O)NC(C)(C)C2=O)c2ccccc2)cc1 (configuration not stated)
 : 13.9 | 0.54 | 0.25
Cn1c(=O)c(-[n+]2ccccc2)c([O-])c2ccccc21
 : 0.0 | 0.58 | -0.02
CC(CC(=O)NC(C)c1ccc2c(c1)OCCO2)c1ccccc1 (configuration not stated)
 : -3.1 | 0.39 | 0.47
O=C1CCC2(C(=O)O)Sc3ccccc3N12 (configuration not stated)
 : 37.8 | 0.95 | 1.36
CC(NC(=O)c1ccccc1F)C(=O)O (configuration not stated)
 : 28.6 | 1.22 | 1.42
Fc1cccc(CSc2ccc(-c3ccco3)nn2)c1
 : / | -0.65 | -0.92
O=C(Nc1ccc(OC(F)F)c(Cl)c1)[C@@H]1CCCN1C(=O)c1cccs1
 : / | 1.14 | 1.54
O=C(N/N=C/c1cccnc1)c1ccc([N+](=O)[O-])cc1
 : -4.9 | 1.21 | 1.09
COc1ccc(/C=N/NS(C)(=O)=O)c(OC)c1
 : 3.3 | 0.23 | 0.28

Quoted from the entries so far (four entries):
Second line of a record: Insulin prom inh | sdo1 growth | sdo1 growth Rescue 24 h
CCOc1ccccc1N1CCN(Cc2ccco2)CC1
 : -22.6 | 0.61 | 0.93
Cc1ccc(S(=O)(=O)N(CC(O)CN2C(=O)NC(C)(C)C2=O)c2ccccc2)cc1 (configuration not stated)
 : 13.9 | 0.54 | 0.25
Cn1c(=O)c(-[n+]2ccccc2)c([O-])c2ccccc21
 : 0.0 | 0.58 | -0.02
CC(CC(=O)NC(C)c1ccc2c(c1)OCCO2)c1ccccc1 (configuration not stated)
 : -3.1 | 0.39 | 0.47

(further entries)
Second line of a record: Insulin prom inh | sdo1 growth | sdo1 growth Rescue 24 h
CCn1c(O)c(C=NCCN2CCOCC2)sc1=S
 : 45.5 | 0.34 | 0.21
Cc1cc(C)c(S(=O)(=O)c2ccccc2)c(N(C)C)n1
 : -11.1 | -0.21 | -0.31
Cc1nc2nc(-c3cccs3)cn2nc1C
 : / | -0.14 | -0.57
O=C(Cc1c(O)c2ccccc2[nH]c1=O)OC1CCCCC1
 : -30.8 | 0.54 | -0.18
O=c1cc[nH]c2cccc(Cc3ccccc3)c12
 : -97.0 | -1.12 | -1.8
CCOc1ccccc1NS(=O)(=O)c1c(C)noc1C
 : -36.0 | 0.06 | -0.67
CCc1c(C)nc2nc(NC(C)=O)[nH]n2c1=O
 : -10.1 | 1.22 | 0.42
COC(=O)c1cc(OC)c(OC)cc1NCC(=O)Nc1cccc(C(F)(F)F)c1
 : -17.9 | -0.29 | -0.31
CC(C)(C)OC(=O)N1CCNc2ccccc2C1
 : -16.7 | -0.85 | -1.35
O=C(CCSc1ccccc1)Nc1nc2c(s1)COc1ccccc1-2
 : / | -1.79 | -1.55
O=C(CNCC1CCCO1)Nc1ccccc1N1CCOCC1 (configuration not stated)
 : / | -0.09 | -0.53
Cc1nn(-c2ccccc2)c(Cl)c1/C=C/C(=O)c1ccccc1
 : 8.1 | -1.17 | -1
CN(CC(=O)N1CCN(c2cccc(Cl)c2)CC1)S(=O)(=O)c1cnc[nH]1
 : 0.0 | -0.04 | 0.17
Cc1ccc(Oc2ccc(NC(=O)CCC(=O)OCC(=O)c3cccs3)cc2)cc1C
 : 7.7 | 0.86 | 0.32
CC1(C)NC(=O)N(c2ccccc2Cl)C1(C)NO (configuration not stated)
 : 7.1 | -0.65 | -1.19
Cc1ccc2c(c1)NC(=O)C(CC(=O)NCCCN1CCN(c3cc(Cl)ccc3C)CC1)O2 (configuration not stated)
 : / | -0.57 | -1.25
Cc1ccc(OCCC(=O)OCC(=O)NCCc2ccccc2)cc1
 : 42.9 | / | /
COc1cc(C=O)ccc1OCCSc1ccc(C)cc1
 : 28.6 | -0.79 | -1.36
CCCCC(=O)OCC(=O)c1[nH]c(C)c(C(=O)OCC)c1C
 : 13.5 | -0.48 | -1.11
CCc1cc(OCCCCNCc2ccccc2)ccc1Cl
 : 26.3 | -1.65 | -1.48
Cc1ccc(C(=O)Nc2c(C(=O)NCc3ccco3)cnn2-c2ccccc2)cc1
 : / | 0.53 | 0.21
COCCN1C(=O)c2ccccc2C(C(=O)NCc2ccco2)C1c1c[nH]c2ccccc12 (configuration not stated)
 : -108.3 | 0.03 | -0.08
COc1ccc(-n2nc3c(c2NC(=O)c2cc(Br)ccc2Cl)CS(=O)C3)cc1 (configuration not stated)
 : / | 0.48 | 0.04
S=C(N/N=C/c1ccc2ncccc2c1)Nc1cccnc1
 : 26.3 | / | /
O=C(NCCCNc1ccc(C(F)(F)F)cc1[N+](=O)[O-])c1cc(F)c(F)cc1Cl
 : 11.5 | -1.08 | -1.47
Cc1nc(SCC(O)CCl)c([N+](=O)[O-])[nH]1 (configuration not stated)
 : -39.5 | 0.18 | -0.89
N#Cc1c(NC(=O)/C=C/c2ccco2)sc2c1CCCC2
 : / | -0.3 | 0.06
Cc1ccc(S(=O)(=O)n2cnc3ccccc32)cc1
 : 13.3 | 0.49 | 0.62
CC(C)(C)c1cc(NC(=O)COC(=O)C2CC2)n(-c2ccccc2)n1
 : 7.1 | -0.03 | -0.41
NC(=O)C1CCN(c2ncnc3c(-c4ccccc4)nsc23)CC1
 : 27.3 | -0.12 | -0.41
Cc1nccn1CC(O)Cn1c2ccccc2c2ccccc21 (configuration not stated)
 : -9.5 | 0.11 | 0.76
N#Cc1c(SCc2nc3ccccc3[nH]2)nc2c(c1C(F)(F)F)CCC2
 : -79.3 | / | /
O=C(NCCc1ccccc1)c1noc2c1CCCCC2
 : / | -0.29 | -0.11
COc1ccc(Nc2ncnc3ccccc23)c(OC)c1
 : 60.0 | 1.02 | 1.56
COc1cccc(C(=O)O/N=C/c2ccc(Sc3ccc(C)cc3)nc2)c1
 : -20.8 | 0.56 | 1.52
COc1ccc(OC)c(S(=O)(=O)Nc2ccc(CC(=O)O)cc2)c1
 : 21.9 | -0.31 | -1.06
Cc1ccc(OCC(=O)OC(C)CN(C)Cc2ccccc2)cc1 (configuration not stated)
 : 8.3 | -0.03 | -0.11
COc1ccccc1C(C)NCC(=O)NCC(=O)Nc1ccc(F)c(F)c1F (configuration not stated)
 : 25.0 | / | /
CCC(C)c1ccc(NC(=S)Nc2ccc(OC)c(OC)c2)cc1 (configuration not stated)
 : / | -1.09 | -0.58
O=C(Nc1ccccc1F)c1ccc2nc(N3C(=O)CCC3=O)sc2c1
 : 44.4 | -0.02 | -0.27
O=C(Cc1cccs1)Nc1nc(-c2ccccc2)cs1
 : / | -1.02 | -0.41
CNC(=S)NN(c1ccccc1)c1ccccc1
 : -25.0 | 0.3 | -0.48
CC(NC(=O)Nc1ccc([N+](=O)[O-])cc1)C(c1cccs1)N1CCCC1 (configuration not stated)
 : -66.7 | 0.08 | -0.9
COc1cc(OC)c(OC)cc1/C=C/c1cc(C(F)(F)F)[nH]c(=O)n1
 : -37.5 | / | /
Cc1ccc(SCC(=O)N2CCCC2)cc1
 : / | 0.43 | 1.03
CC1CCCCC1NC(=O)COC(=O)Cc1ccc(Br)cc1 (configuration not stated)
 : 8.3 | / | /
COc1cc(NC(=O)Cc2ccc(Cl)cc2)ccc1NC(=O)c1ccco1
 : / | -1.19 | -1.34
c1ccc(-n2ncc3c2ncn2cnnc32)cc1
 : -3.2 | 0.32 | -0.41
Cc1ccc(C(C(=O)NCc2ccco2)N(CC2CCCO2)C(=O)Cn2nnc3ccccc32)cc1 (configuration not stated)
 : / | -1.11 | -1.66
CCC/C(O)=C1\C(=O)CC(C)(C)CC1=Nc1ccccc1OC
 : / | -0.1 | 0.74

The list continues:
Second line of a record: Insulin prom inh | sdo1 growth | sdo1 growth Rescue 24 h
O=[N+]([O-])c1c(Nc2ccc(O)cc2)cc(N2CCOCC2)c2nonc12
 : -9.7 | 0.28 | -0.6
COc1ccc(N2C(=O)C3CCCN3C2c2ccccc2)cc1Cl (configuration not stated)
 : 46.7 | -0.48 | -0.57
CCCCn1c(=O)nc2n(-c3ccccc3C)c3ccccc3cc-2c1=O
 : / | -0.17 | -0.47
Fc1ccccc1-n1[nH]nnc1=S
 : -20.0 | 0.79 | 0.13
CCc1nnc(NC(=O)Cn2nc(-c3ccccc3OC)ccc2=O)s1
 : -37.1 | 0.9 | 0.24
COCCNC(=O)COc1ccc(C)cc1C
 : -35.2 | -0.38 | -0.44
CCC(=O)Oc1ccc2c(C)c(Cl)c(=O)oc2c1
 : / | 0.74 | 0.54

Screening data from PubChem.

No enrichment for hits. About 0.92% of those tested had a hit in this group.
